Salmonella PhoP GFP: PhoP regulon inhibitors, Salmonella typhi PhoP promoter GFP reporter, confirmatory (AID 1850). Salmonella Typhi PhoP-promoter GFP reporter, fluorescence, 4 h; higher % means a stronger effect. one-dose inhibition, % at 50 µM; IC50 in µM for titrated hits. 310,000 compounds, 0.33% hits; in the data active means a potency from the dose series; inconclusive means inhibition mostly from about 25% at the one dose, without a potency; inactive means the rest, 99 in 100 with inhibition below about 19%;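 further: 0% = induced wells with vehicle and 100% = uninduced wells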
M. tuberculosis HTS: M. tuberculosis growth inhibition, HTS (AID 449762); M. tuberculosis H37Rv growth inhibition, 7H9 media; higher % means a stronger effect; inhibition, % at 25 µM; hits with a dose series show IC50 in µM; 330,000 compounds, 0.59% hits; in the data active means a potency from the dose series; inconclusive means inhibition above about 70% without an active follow-up result;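 further: bacterial growth assessed after seven days of incubation; strong numbers were not always called active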
VEEV TC-83 Vero: inhibitors of VEEV TC-83 cytopathic effect, confirmation, Vero cells (AID 588727); Vero cells, VEEV TC-83 cytopathic effect inhibition; higher % means a stronger effect; inhibition, % at 20 µM, or IC50 in µM where a hit was titrated; 350,000 compounds, 0.13% hits; in the data active means a potency from the dose series; inconclusive means inhibition mostly from about 14% at the one dose, without a potency; inactive means the rest, 99 in 100 with inhibition below about 12%; further: strong numbers were not always called active
tuberculosis growth: growth inhibition of non-replicating M. tuberculosis (AID 488890). Mycobacterium tuberculosis non-replicating, growth inhibition; higher % means a stronger effect. inhibition, % at 25 µM, or IC50 in µM where a hit was titrated. 320,000 compounds, 0.39% hits; in the data active means a potency from the dose series; inconclusive means inhibition mostly from about 82% at the one dose, without a potency; inactive means the rest, 99 in 100 with inhibition below about 76%;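 further: plate controls were DMSO cells for no effect and high antibiotic wells for full effect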
H1N1 NS1A inhibition: H1N1 influenza NS1A inhibitors, functional cell based assay (AID 504329). NS1A functional cell-based assay, percent inhibition; higher % means a stronger effect. inhibition, % at 12.5 µM; hits with a dose series show IC50 in µM. 340,000 compounds, 0.3% hits; in the data active means a potency from the dose series; inconclusive means inhibition above about 27% without an active follow-up result; further: strong numbers were not always called active
VEEV TC-83 Vero 10K pilot screen: further read-out of VEEV TC-83 Vero, marked with its call; inhibition, %; measured here: 10K pilot screen inhibition
Starred values were filed as active, the others as inactive; i = inactive; ? = inconclusive; · = no result given; & = joins results of further samples. Hits appear at their usual frequency; 1.5% or so of the library scored in one or more.

SMILES	Salmonella PhoP GFP	M. tuberculosis HTS	VEEV TC-83 Vero	tuberculosis growth	H1N1 NS1A inhibition	others
CC(C)(C)c1nc2c(s1)CCc1onc(-c3ccc(Br)cc3)c1-2	8%	2%	4.4%	1%	-6%
Cc1cc(C(=O)NNc2ccc(F)cc2)no1	4%	?	0.8%	·	-4%
CCC(=O)Nc1ccc2c(c1)OCCO2	15%	-5%	2.8%	-5%	4%
CCOC(=O)CNS(=O)(=O)c1cc(-c2nnc(Nc3ccc4c(c3)OCO4)c3ccccc23)ccc1C	1%	-4%	8.8%	30%	0%
CCOc1cc(/C=N/NC(=O)c2cc(-c3cccnc3)nc3ccccc23)ccc1O	7%	-5%	7.0%	5%	5%
CC(C(=O)NC(C)(C)C)N1C(=O)c2cccc3cccc(c23)C1=O (stereo not drawn)	7%	-5%	0.3%	-11%	1%
C=CCc1cc(C=C2C(=O)NC(=O)NC2=O)cc(OC)c1OCc1ccc(C(=O)O)cc1	-15%	2%	0.1%	-3%	-3%
CC(Oc1ccccc1)c1ccnn1S(C)(=O)=O (stereo not drawn)	-3%	-12%	0.3%	-10%	7%
O=C1CN(c2ccccc2F)C(=O)CN1c1ccccc1F	-8%	-13%	3.8%	-14%	7%
O=C(O)CCCc1ccccc1	0%	-2%	1.0%	6%	3%
O=C(CNC(=O)COc1ccccc1)NCCc1ccccn1	4%	-1%	2.1%	-11%	-3%
O=C(COc1ccccc1)NCC(=O)N/N=C/c1ccc(Br)cc1	-7%	6%	1.2%	0%	18%
CCOC(=O)c1c(OCCO)noc1N	9%	0%	1.3%	-14%	-5%
COC(=O)c1ccc(NCCC(=O)O)cc1	9%	1%	0.4%	-8%	-7%
O=C1CCCN1c1ccc(S(=O)(=O)NCCc2ccc(Cl)cc2)cc1	12%	0%	i	6%	-6%
CCN1CCN(Cc2coc3ccc(C)cc3c2=O)CC1	-4%	0%	0.4%	7%	3%
O=C(CN1CCN(CC(=O)Nc2ccc3c(c2)OC2(CCCCC2)O3)CC1)Nc1cccc(F)c1	·	·	3.9%	·	-2%
Cc1ccc(C2=NS(=O)(=O)N(C)C(C(=O)NCc3ccccc3)=C2)cc1	-4%	-11%	0.3%	5%	8%	VEEV TC-83 Vero 10K pilot screen=0.4
COCC1CCCN(C(=O)c2cc(COc3ccc4ncccc4c3)on2)C1 (stereo not drawn)	14%	3%	1.3%	22%	-6%
Cc1ccc(NC(=O)Cn2cnc([N+](=O)[O-])c2)cc1C	10%	24%	0.1%	6%	-1%
O=C(CCN1CCc2ccccc2C1)c1ccc2c(c1)OCCO2	6%	17%	i	?	3%
O=C(O)c1cc(-c2cccs2)[nH]n1	-4%	-3%	3.1%	-6%	5%
COC(=O)[C@H](Cc1ccccc1)NC(=O)NCCc1ccc(S(N)(=O)=O)cc1	-7%	2%	5.4%	-5%	-2%
CCn1cc(S(=O)(=O)Nc2ncccn2)cn1	-6%	-5%	0.9%	-7%	21%
O=S(=O)(c1cccc2nsnc12)N1CCc2ccccc2C1	-3%	2%	i	·	6%
COc1cc2c(cc1OC)C(NC(=O)C(F)(F)F)C/C2=N\O (stereo not drawn)	7%	-7%	2.4%	0%	0%
Cc1cc(C)cc(NS(=O)(=O)c2ccc(Oc3ncc(C(F)(F)F)cc3Cl)cc2)c1	2%	0%	3.8%	15%	10%
CC(C)c1ccc(C2NC(=O)CCC2[N+](=O)[O-])cc1 (stereo not drawn)	-6%	2%	1.4%	23%	-2%
Cc1onc(-c2c(F)cccc2Cl)c1C(=O)OCC(=O)NC(c1ccccc1)c1ccccc1	-7%	·	1.2%	·	-3%
C=CCN1C(=O)C(O)(CC(=O)c2ccc(OC)cc2OC)c2cc(Br)ccc21 (stereo not drawn)	8%	-10%	4.8%	21%	3%
Cc1ccc(S(=O)(=O)n2c(=O)oc3ccccc32)cc1	3%	-5%	3.7%	2%	-2%
CCCC1(c2ccccc2)NC(=O)N(CC(=O)NCc2ccc(C)cc2)C1=O (stereo not drawn)	10%	5%	i	8%	2%
Cc1ccc(S(=O)(=O)Nc2ccccc2)cc1[N+](=O)[O-]	·	·	0.4%	·	-3%
Cc1ccccc1NC(=O)c1sc(Cl)nc1-c1ccccc1	-6%	0%	0.8%	18%	-9%
O=C1N(c2ccccc2)C2CS(=O)(=O)CC2N1c1ccc(Br)cc1 (stereo not drawn)	-5%	-3%	0.3%	7%	8%
Cc1nn(CC(=O)NC(=O)c2ccccc2)c(C)c1[N+](=O)[O-]	·	-3%	1.7%	-13%	-12%
CCOC(=O)C(NC(=O)c1ccccc1Cl)(Nc1ccc(C(F)(F)F)cc1)C(F)(F)F (stereo not drawn)	-5%	-1%	i	-1%	-9%
Cc1ccc(C2SCCN2C(=O)c2ccc([N+](=O)[O-])cc2)cc1 (stereo not drawn)	-6%	-4%	i	-2%	23%
CC(=O)c1cccc(NC(=S)NCCC2=CCCCC2)c1	4%	2%	1.0%	?	-14%
Cc1ccc(S(=O)(=O)c2c(C)cc(C)[nH]c2=O)c(C)c1	-5%	6%	i	6%	8%
CCOC(=O)C1=NNC2(c3ccc(Cl)cc3)C(=O)N(c3ccc(C)cc3)C(=O)C12 (stereo not drawn)	7%	12%	1.8%	36%	-3%
COCCn1c(=NC(=O)c2ccc3c(c2)OCCO3)sc2cc(S(N)(=O)=O)ccc21	5%	4%	0.7%	8%	-2%
COc1ccccc1N1CCN(C2CCCN(S(=O)(=O)c3ccccc3)C2)CC1 (stereo not drawn)	3%	10%	2.5%	-2%	-3%
Cc1cccc(S(=O)(=O)C(C#N)c2nc3ccccc3nc2N2CCCC2)c1 (stereo not drawn)	-9%	6%	11%	12%	10%
O=C(NC1CCCCCC1)C1c2ccccc2C(=O)N1Cc1cccnc1 (stereo not drawn)	-5%	0%	2.2%	1%	-2%
C=CC[C@@H](CC(=O)N[C@H](CO)Cc1ccccc1)C(=O)N[C@@H](C)COC(=O)[C@@H](CC=C)Cc1ccc(F)cc1	·	4%	0.9%	23%	3%
COc1ccc(C(=O)Nc2ccccc2C(=O)NC(C(=O)NCc2ccco2)C(C)C)cc1 (stereo not drawn)	-2%&-4%	14%	12%	-2%	0%
COc1ccc(CNC(=O)c2cccnc2Sc2ccc(C)c(C)c2)cc1	-8%	-4%	i	6%	-11%
CCOc1ccc(-n2cnc3c(=O)[nH]c(N)nc32)cc1	4%	-1%	0.4%	-8%	-20%
CCCC1(CCC)NC(=O)N(CC(=O)c2cc(C)n(-c3ccc4c(c3)OCO4)c2C)C1=O	-12%	-6%	0.3%	29%	0%
(cont.)
SMILES	Salmonella PhoP GFP	M. tuberculosis HTS	VEEV TC-83 Vero	tuberculosis growth	H1N1 NS1A inhibition	others
Cc1cc(CNC(=O)COc2ccc([N+](=O)[O-])cc2)c2ccccc2n1	-26%	11%	i	7%	-1%
CCOC(=O)C1=C(C)N(C[C@@H]2CC[C@@H](Cc3ccc(-c4ccccc4)cc3)O2)C(=O)NC1c1ccc([N+](=O)[O-])cc1 (stereo partly drawn)	·	·	i	·	-2%
O=C(O)C1CC(=O)N(Cc2cccnc2)C1 (stereo not drawn)	-17%	4%	0.3%	-11%	3%
CCOC(=O)N1CCN(S(=O)(=O)N2CCCC(C(=O)NCc3ccccc3Cl)C2)CC1 (stereo not drawn)	6%	3%	0.7%	10%	6%
CC(C)Oc1ccccc1OCCCCn1cnc2ccccc2c1=O	-7%	-4%	0.7%	29%	-5%
CN1CCc2c(sc3nc(SCC(=O)NCc4ccco4)n(-c4ccccc4)c(=O)c23)C1	-2%	24%	0.8%	29%	7%
CC[C@@H](C)[C@@H]1CN([C@@H](CN2CCC[C@H]2CN2C(N)=NC[C@H]2C(C)C)C(C)C)C(=N)N1CCc1ccc(Cl)c(Cl)c1	·	?	i	?	6%
Cc1ccccc1-c1nc(CN2CCC(C(=O)NC3CCN(Cc4ccccc4)CC3)CC2)c(C)o1	4%	5%	i	-2%	19%
O=C(COC(=O)Cc1ccc(F)cc1)NC1CCCCCC1	·	·	1.2%	·	-11%
CCCOc1ccc(OC(=O)c2ccc(Br)o2)cc1	-2%	?	i	?	13%
CSCCC(=O)NC1CCCN(CCc2ccccc2)C1 (stereo not drawn)	9%	5%	0.2%	-5%	-11%
O=c1/c(=C\c2ccc3c(c2)OCO3)sc2n1CCCN=2	11%	38%	i	18%	1%
O=C(CSc1ncnc2scc(-c3ccc(Cl)cc3)c12)NCc1ccc2c(c1)OCO2	·	·	4.5%	·	4%
CC(=O)Nc1cccc(NC(=O)CSc2ncc(-c3ccc(Cl)cc3)n2Cc2ccco2)c1	-6%	54%	7.9%	9%	17%
O=C(NC(Cc1ccccc1)C(=O)O)/C(=C\c1ccc(F)cc1)NC(=O)c1ccco1 (stereo not drawn)	-4%	-4%	6.0%	-12%	-9%
CCCCNC(=O)N1CCOCCOCCN(C(=O)NCCCC)CCOCC1	17%	-6%	0.5%	-7%	-5%
O=C(NC(=S)NCc1ccccc1)c1ccccc1Br	3%	-4%	i	15%	-4%
O=C(CC1Oc2ccccc2NC1=O)NCCc1ccccc1 (stereo not drawn)	-5%	8%	0.8%	10%	-7%
Cn1cccc1C(=O)OCC(=O)c1cc2ccccc2o1	-9%	5%	i	75%	0%
Cc1cc(C)cc(-n2c(C)cc(C(=S)N3CCOCC3)c2C)c1	-8%	-1%	0.5%	-4%	96µM*

Five compounds picked at random from those above:
SMILES	Salmonella PhoP GFP	M. tuberculosis HTS	VEEV TC-83 Vero	tuberculosis growth	H1N1 NS1A inhibition	others
CSCCC(=O)NC1CCCN(CCc2ccccc2)C1 (stereo not drawn)	9%	5%	0.2%	-5%	-11%
O=C(CSc1ncnc2scc(-c3ccc(Cl)cc3)c12)NCc1ccc2c(c1)OCO2	·	·	4.5%	·	4%
O=c1/c(=C\c2ccc3c(c2)OCO3)sc2n1CCCN=2	11%	38%	i	18%	1%
Cn1cccc1C(=O)OCC(=O)c1cc2ccccc2o1	-9%	5%	i	75%	0%
CC(=O)Nc1cccc(NC(=O)CSc2ncc(-c3ccc(Cl)cc3)n2Cc2ccco2)c1	-6%	54%	7.9%	9%	17%

Next section:
SMILES	Salmonella PhoP GFP	M. tuberculosis HTS	VEEV TC-83 Vero	tuberculosis growth	H1N1 NS1A inhibition	others
COc1ccc(-c2nnc(SCC(=O)Nc3sc4c(c3C#N)CCC4)n2CC2CCCO2)cc1 (stereo not drawn)	·	·	8.5%	·	-3%
Fc1ccccc1OCCSc1nnnn1-c1ccccc1	-3%	3%	i	38%	2%
CC1CC(C)CN(C(=O)C(C)N(C)CC(=O)Nc2ccc(Cl)cc2)C1 (stereo not drawn)	-11%	-2%	i	24%	-6%
O=C(CCC1N=C2c3ccccc3N=C(SCc3ccccc3Cl)N2C1=O)NCc1ccco1 (stereo not drawn)	-5%	-6%	6.7%	20%	7%
CCN1C(=O)C(=O)c2cc(C)ccc21	·	4%	4.2%	22%	4%
Cc1cc(C(=O)N2CCCCCC2)cs1	-8%	4%	0.1%	7%	11%
Cc1nc2sc(C(=O)OC(C)C)c(N)c2c(C)c1C	15%	2%	0.9%	-7%	-7%
Cc1ccc(C2=N/C(=C\N(C)C)C(=O)O2)cc1	-8%	·	0.7%	·	6%
Cc1nc(NC(=O)COC(=O)CNC(=O)c2ccco2)c(Cl)cc1Cl	·	-5%	1.9%	6%	-8%
Cc1ccc(S(=O)(=O)N2CCOC2CNC(=O)C(=O)NCc2ccco2)cc1 (stereo not drawn)	-4%	-6%	0.8%	-12%	-3%	VEEV TC-83 Vero 10K pilot screen=0.7
COc1ccc(-n2cnnc2SCC(=O)Nc2ccccc2F)cc1	1%	10%	1.0%	-11%	-22%
COc1cccc(-c2c(-c3cc(OC)cc(OC)c3)n(C)c3ccc(-c4cnc(N5CCOCC5)nc4)cc23)c1	·	7%	i	-10%	-2%	VEEV TC-83 Vero 10K pilot screen=0.0
CN(C)c1cccc2c1c(NC(=O)Nc1ccc(Cl)cc1Cl)nn2C	4%	10%	4.5%	6%	6%
C=C1C(=O)O[C@H]2[C@H]1[C@H](OC(=O)/C(C)=C\C)C[C@]1(CO1)[C@@H]1[C@H](OC(C)=O)C=C(C)[C@]21O	·	·	4.1%	·	-1%
CCOC(=O)N1CCC(N2C(=O)c3ccccc3C2Nc2ccccc2)CC1 (stereo not drawn)	1%	-6%	1.2%	-2%	2%	VEEV TC-83 Vero 10K pilot screen=0.3

Bioassay records: PubChem BioAssay, Southern Research Specialized Biocontainment Screening Center
